Dynein cargo inh: dynein cargo transport inhibition; 3617.4 mouse cells, GR-EGFP nuclear translocation imaging; test concentration mostly 20 µM; stimulated with dexamethasone, 1 µM; active compounds read low; z-score, hits read low; 220,000 tested, 0.47% active; AID 1381;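 active = plate z-score of nuclear minus cytoplasmic receptor signal below a set negative limit, without overly bright fluorescence or cell loss, cut at about -3.5 in these data, passing the limit was not always enough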;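 note: z-score of nuclear minus cytoplasmic ring GR-EGFP intensity difference per well; some compounds called inactive have numbers as strong as hits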
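Buffer or medium: tet-free, stripped-serum medium; reagent: dexamethasone at 1.0 µM final, 30 min; incubation: 48 h induction, 1 h compound, 30 min dex at 37 °C; measured by: formaldehyde fixation, Hoechst nuclear stain, 10x automated fluorescence imaging; read-out: nuclear-to-cytoplasmic GR-EGFP distribution per well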
TNAP activators: human TNAP enzyme activators, primary screen, biochemical, luminescent, no phosphate acceptor, uHTS (AID 1001) | purified TNAP, luminescent activation assay, no phosphate acceptor; higher activation fold means a stronger effect | one-dose activation fold at 20 µM; EC50 in µM for titrated hits | 200,000 tested, 0.03% active; in the data active = activation fold from about 3, or a potency from the dose series; inactive = the rest, 99 in 100 with activation fold below about 1.6; note: many of its hits are not listed in these tables
MT stabilizer: microtubule stabilization, imaging screen; HeLa tubulin immunostaining HCS, 24 h; share of cells brighter than vehicle mean+2SD; % tubulin-high responders, % at 10 µM; 200,000 tested, 0.83% active; AID 2205;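 active = plate Z-score above 3 for both tubulin-high and condensed-nucleus cell shares, with cell loss under 80%, at 10 µM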;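 note: anti alpha tubulin signal scored within the nucleus-defined area of each cell; some results filed as inactive read as strong as hits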
PMI inhibitors: MPI enzyme activity inhibition – biochemical, fluorescence intensity, coupled assay, primary screen (AID 1209). purified PMI enzyme, coupled fluorescence intensity; higher % means a stronger effect. 190,000 tested, 0.42% active. inhibition, % at 20 µM; hits with a dose series show IC50 in µM; in the data active = inhibition above about 50%;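 note: plate controls were DMSO vehicle for no effect and wells lacking substrate for full effect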
Ins promoter up: MIN6 insulin promoter up-regulation; MIN6 insulin promoter-GFP reporter, high-content imaging; active compounds read high; z-score at 5 µM; 190,000 tested, 0.3% active; AID 1625;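 active = z-score above 3 at 5 µM with at least 500 cells counted in the well; inconclusive = wells under 500 cells, flagged as cytotoxic or low count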
Myeloid diff MLP: myeloid differentiation induction; ER-HoxA9 myeloid progenitors, lysozyme-GFP differentiation, flow cytometry; calls only at 10 µM; 360,000 tested, 1% active; AID 624256;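 active = normalized GFP-positive differentiation at or above the plate's own cutoff, the solvent-only control mean plus 3 SD; inconclusive = no clear call, values can overlap the other calls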;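 note: cells exposed to compound for four days before flow analysis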
Lipid droplet: modulators of hepatic lipid droplet formation | AML12 mouse hepatocytes, oleate lipid droplets, BODIPY imaging | inhibition, % at 6.5 µM | 240,000 tested, 0.4% active | AID 1656;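 active = lipid droplet intensity inhibited by at least 50%, with more than 500 cells counted; inconclusive = wells with under 300 cells, treated as cytotoxic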
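Assay system: AML12 mouse liver cells | Compound: 6.5 µM single-point dosing | Schedule: Overnight exposure | Technique: Fluorescence imaging, 20x objective, two fields per well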
bCat nuc transl: modulators of beta-catenin nuclear translocation | nuclear translocation activity, % at 5 µM | HeLa beta-catenin nuclear translocation, immunofluorescence imaging | 190,000 tested, 0.3% active | AID 1665;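 active = nuclear translocation activity above 50% at 5 µM, with a well cell count of 50 or more; inconclusive = wells under 50 cells across six images, flagged as toxic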;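 note: per-cell ratio of nuclear to cytoplasmic median beta-catenin stain intensity; plate controls were DMSO negative control for no effect and GSK-3 inhibitor IX positive control for full effect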
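Test system: human HeLa cells, native beta-catenin. Compound dosing: 5 µM primary single dose, 0.1% DMSO, 0.02–20 µM confirmation series. Incubation: compound exposure 24 h at 37°C. Detection: beta-catenin immunostaining with DAPI counterstain, 20x imaging, 6 fields/well. Read-out basis: Nuclear/cytoplasmic beta-catenin signal ratio, % activation.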
T cell modulator: T cell immune modulation candidate | 2C CD8+ T cell-vesicle binding, flow cytometry; active compounds read low | 330,000 tested, 0.068% active | calls only at 7 µM | AID 2052;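 active = response, share of CD8 T cells binding vesicles, and their 90th percentile fluorescence all below set limits, cut at about 80% in these data, passing the limit was not always enough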
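Also added: QL9-peptide-loaded Drosophila micro-vesicles bearing Ld, ICAM-1 and B7-1; Test system: purified 2C TCR transgenic mouse naive CD8+ T cells; Measured by: cytometric PE anti-B7-1 and Alexa647 anti-CD8 signals after 1% paraformaldehyde fixation; Timing: binding step 1.5 h, 37 °C, antibody labelling 20 min, ice.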
Dynein cargo inh cytoplasmic EGFP: recorded beside Dynein cargo inh, whose call it bears; z-score; measured here: cytoplasmic GR-EGFP intensity; active compounds read high
Dynein cargo inh nuclear GR-EGFP: also measured in Dynein cargo inh; calls as there; z-score; measured here: nuclear GR-EGFP intensity;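 lower value marks the stronger effect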
Dynein cargo inh cell count: second read-out of Dynein cargo inh, no call of its own (marks repeat the call); z-score; measured here: cell count per field
Ins promoter up cell count: further read-out of Ins promoter up, marked with its call; cell count; measured here: cytotoxicity, nuclei count;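 total cells summed across four imaged fields per well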
Lipid droplet cells 6.5 µM: recorded beside Lipid droplet, whose call it bears; cell count; measured here: cell count, cytotoxicity flag;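 cells counted across two imaged fields per well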
bCat nuc transl cell count 5 µM: recorded beside bCat nuc transl, whose call it bears; cell count; measured here: cell count, cytotoxicity flag
T cell modulator vesicle-bound %: also measured in T cell modulator; calls as there; double positive events, %; measured here: CD8+ vesicle-bound cell fraction;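 binding gate set so that unloaded-vesicle control wells show 10% double positive cells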
MT stabilizer Hoechst-high %: recorded beside MT stabilizer, whose call it bears; % Hoechst-high responders; measured here: nuclear condensation Hoechst responders;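 share of cells brighter than vehicle mean plus two SD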
MT stabilizer cytotoxicity %: recorded beside MT stabilizer, whose call it bears; toxicity, %; measured here: cytotoxicity by cell density;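 0% = mean cell density of plate MIN control wells and 100% = no cells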
Myeloid diff MLP GFP+ MAC1+ %: second read-out of Myeloid diff MLP, no call of its own (marks repeat the call); GFP+ MAC1+ double positive, %; measured here: differentiation confirmed by MAC1 staining
* hit, by the source's call; i = inactive; ? = inconclusive; · = no result given.

SMILES	Dynein cargo inh	Dynein cargo inh cytoplasmic EGFP	Dynein cargo inh nuclear GR-EGFP	Dynein cargo inh cell count	TNAP activators	MT stabilizer	MT stabilizer Hoechst-high %	MT stabilizer cytotoxicity %	PMI inhibitors	Ins promoter up	Ins promoter up cell count	Myeloid diff MLP	Myeloid diff MLP GFP+ MAC1+ %	Lipid droplet	Lipid droplet cells 6.5 µM	bCat nuc transl	bCat nuc transl cell count 5 µM	T cell modulator	T cell modulator vesicle-bound %
O=C(Cn1c(=S)[nH]c2ccccc2c1=O)N1CCC2(CC1)OCCO2	-0.164	-0.202	0.405	0.614	1.1	3.3	2.3	9.2	-2.6%	0.49	1592	i	0.3	·	·	0.1	1352	i	14.6
CC(=O)OC1N=C(c2ccccc2Cl)c2cc(Br)ccc2N(C)C1=O (configuration not stated)	-1.11	0.418	-0.462	0.973	·	·	·	·	·	0.08	1184	i	1.0	3.8	692	-0.4	1382	i	13.9
CCN1CCN(c2ccc([N+](=O)[O-])cc2C#N)CC1	-0.277	-0.309	-0.16	0.618	1.1	3.8	1.8	5.4	0.7%	-0.33	1381	i	0.1	?	·	-0.6	1093	i	53.3
C=CCn1c(O)c(/C(C)=N/N2CCN(C)CC2)c(=O)[nH]c1=O	-1.11	-0.831	-0.897	0.99	·	·	·	·	·	-0.42	1022	i	1.4	14.0	717	-1.0	1310	i	42.0
O=C(N/N=C/c1c(O)n(CCc2ccccc2)c(=O)[nH]c1=O)c1ccncc1	2.84	0.0156	2.36	-1.71	0.7	6.7	1.7	8.2	-8.5%	-0.31	1553	i	0.4	-3.0	701	-1.5	1090	i	32.2
S=C=Nc1ccccn1	-0.56	0.223	-0.423	-0.197	1.2	3.8	2.1	7.5	-15.0%	-1.14	1278	i	0.2	3.6	675	1.7	1019	i	20.0
COc1cc2c(cc1O)C[C@H]1NCCc3cc4c(c-2c31)OCO4	0.104	-0.269	0.387	0.495	1	1.6	0.6	12.2	6.6%	-0.47	1129	i	1.4	-1.7	706	-3.2	522	i	54.6
C/C(=N\N1CCCCCC1)c1c(O)n(-c2ccccc2C)c(=O)[nH]c1=O	0.00973	-0.0387	0.203	0.138	·	·	·	·	·	-0.49	1111	i	0.2	-14.4	739	1.4	1274	i	11.8
COC(=O)c1nc(-c2ccc3c(n2)C(=O)C(N)=C(OC)C3=O)c(N)c(-c2ccc(OC)c(OC)c2O)c1C	-0.837	-0.256	-0.000788	1.76	·	·	·	·	·	·	·	i	0.5	-6.7	688	1.5	1068	i	53.9
CCC(=NCc1ccco1)c1c(O)n(-c2ccccc2)c(=O)[nH]c1=O	-0.402	-0.211	-0.208	0.231	1.1	1.9	2.6	11.3	-3.0%	-1.21	1108	i	0.5	·	·	-4.2	955	i	47.4
COc1ccc(-n2c(O)c(/C(C)=N/Nc3ccccc3)c(=O)[nH]c2=O)cc1	-0.532	-0.217	-0.39	0.398	·	·	·	·	·	-0.87	1377	i	1.4	2.8	743	0.8	1314	i	52.2
CCc1ccc(-n2c(O)c(/C=N/NC(=O)c3ccncc3)c(=O)[nH]c2=O)cc1	0.437	-0.191	0.337	-0.307	1.1	7.1	3.2	9.9	-1.3%	0.32	1570	i	0.7	13.6	565	-3.0	1253	i	39.6
CCCC(C)C1C(C#N)=C(N)Oc2c1c(=O)oc1ccccc21 (configuration not stated)	-0.637	-0.217	-0.0873	0.23	1.1	2.5	1.0	1.1	4.9%	0.47	1236	i	1.2	-13.6	704	0.7	1041	i	33.1
Cc1cc(/C=C2\C(=O)NC(=O)N(c3cccc(Br)c3)C2=O)c(C)n1C	-1.76	5.2	0.511	0.449	1	1.4	1.8	4.3	-24.8%	0.03	1378	i	0.3	-1.4	679	-1.9	573	i	28.1
CCN(CC)CC(O)c1ccc(C2CCCC2)cc1 (configuration not stated)	-0.778	-0.294	-0.687	1.09	1	3.1	3.0	1.4	-7.1%	0.02	1179	i	0.3	1.7	759	-2.3	616	i	6.8
Cc1ccc(-c2nn(Cc3ccccc3)cc2C=O)cc1C	-0.15	-0.314	-0.271	0.298	0.9	3.2	2.6	2.8	17.0%	-0.66	1280	i	0.7	19.3	521	0.3	957	i	0.3
Cn1c(C(=O)O)c(CC(=O)N2CCN(Cc3ccccc3)CC2)c2ccccc21	-0.186	-0.0849	0.556	0.763	1.2	3.0	1.3	5.0	-5.2%	1.11	1199	i	1.0	·	·	2.2	1154	i	38.7
CN1C(=O)C(=Cc2ccc(N3CCOCC3)o2)C(=O)N(C)C1=S	0.367	-0.173	0.0966	0.616	0.7	1.7	2.0	0.2	·	0.09	1100	i	0.8	7.3	731	0.0	1624	i	24.8
O=C(O)C(Cc1cnc[nH]1)NS(=O)(=O)c1ccc(Cl)cc1 (configuration not stated)	0.236	-0.183	0.629	-1.46	1.1	1.6	2.0	8.7	18.3%	1.05	1363	i	0.6	1.5	544	-1.6	851	i	45.6
CC(=O)C1C2c3ccccc3O[C@@]1(C)N=c1s/c(=C/c3ccoc3)c(=O)n12 (some centres not stated)	-0.367	-0.225	-0.551	0.601	1	4.4	1.7	3.4	-31.4%	1.25	1149	i	0.8	-9.5	716	·	·	i	39.8
CCOP(=O)(OCC)C(O)c1ccc(OC)cc1OC (configuration not stated)	-0.165	-0.21	0.06	-0.334	1.2	2.9	2.5	11.5	-0.8%	0	1234	i	0.7	-15.6	538	-1.0	1074	i	37.7
Cc1oc(-c2ccccc2)nc1CN1C(=O)C(C)N=C(c2ccccc2F)c2cc(Cl)ccc21 (configuration not stated)	-1.01	-0.232	0.12	0.714	1.1	2.6	1.1	9.1	12.6%	-0.62	1362	i	3.3	·	·	-1.7	572	i	34.2
O=c1cc(CN2CC=C(c3ccccc3)CC2)c2c(ccc3ccccc32)o1	0.581	2.11	1.13	4.56	1	2.7	2.0	0.4	12.5%	-0.68	1484	i	0.2	6.9	583	-0.2	1152	i	41.2
COc1ccc(/C=N/N=C(/N)N[N+](=O)[O-])c(OC)c1	0.723	-0.194	0.689	0.139	1.1	5.1	1.4	17.8	4.5%	0.48	1564	i	0.5	·	·	1.1	742	i	40.0
O=C(Cc1ccccc1)N1CCN(C2CCCC2)CC1	-1.15	-0.263	-0.364	0.935	1.1	3.0	0.4	67.6	1.8%	0.06	1115	i	1.4	1.9	785	-5.9	1185	i	51.0
CC(C)N1C(=O)CCC1C(=O)N1CCC2(CC1)OCCO2 (configuration not stated)	-0.925	-0.22	-1.08	0.389	1.1	3.2	2.5	8.3	-4.1%	1.5	1750	i	6.1	·	·	4.0	1447	i	27.6
COc1ccc(OC)c(CN2CCCC(C(=O)c3sccc3C)C2)c1 (configuration not stated)	0.316	-0.194	0.0397	-0.481	·	·	·	·	·	-0.3	1178	i	0.1	11.6	701	0.5	1303	i	21.6
Cc1cccc(-n2c(O)c(C=NCCCN3CCOCC3)c(=O)[nH]c2=O)c1C	-0.52	-0.223	-0.0681	0.316	1.1	3.4	0.9	9.5	4.3%	-0.16	1432	i	0.5	-0.2	702	-0.8	1080	i	14.2
O=c1c2ccccc2nc(-c2ccc([N+](=O)[O-])cc2)n1-c1ccccc1	-0.879	-0.244	-0.271	0.35	1.1	2.0	2.5	5.1	-9.8%	-0.36	1442	i	1.3	-28.7	532	·	·	i	15.6
CCN(c1ccc(C(O)(C(=O)OC)C(F)(F)F)cc1)S(=O)(=O)c1ccccc1 (configuration not stated)	1.85	-0.114	1.45	-1.29	1.1	2.4	1.3	5.1	9.6%	0.99	1247	i	0.6	·	·	-0.8	1145	i	36.6
CCOP(=O)(OCC)c1ccc(O)cc1	-0.631	-0.234	-0.252	0.602	1	6.0	2.1	6.3	-12.4%	-0.6	1253	i	0.1	7.9	735	1.2	1119	i	60.2
CC(C)C12CN3CC(C(C)C)(CN(C1)C3c1cccnc1)C2=O (configuration not stated)	-0.641	-0.253	-1.07	0.204	1	3.6	2.3	8.7	-0.4%	1.78	1624	i	1.0	·	·	1.4	1263	i	27.0

This is a subset; count on the stated rates, not on these rows.
